Fibroblast inh – antiproliferative effect on LL 47 fibroblasts – human, LL 47 cells, CellTiter-Glo luminescence, primary screen; LL 47 human lung fibroblast viability, ATP luminescence; active compounds read low; viability, % at 10 µM; hit rate 1.1% among 85,000;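 active means viability at or below 50% in the single dose screen; inactive means viability above 50%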;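 further: compound exposure lasted 72 h before the ATP readout; 100% = median luminescence of untreated cell-only wells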
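material = human LL 47 lung fibroblast cells | dosing = compounds added from tenfold dosing solution, 0.1% DMSO final | timing = overnight cell rest, 72 h compound treatment at 37 °C | measured by = CellTiter-Glo luminescence measuring cellular ATP | evaluation = % viability versus median cells-only luminescence | control set = cell-only wells, no compound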
CYP2C19 inhib – blockers of cytochrome P450 2C19 activity – biochemical, luminescence, ADME assay, primary screen | CYP2C19 Supersomes, luciferin-H EGE luminescence, 30 min | inhibition, % at 5 µM | hit rate 21% among 96,000;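 active means CYP2C19 inhibition above a set limit at 5 µM in the primary screen, cut at about 50% in these data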;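 further: plate controls were negative control wells for no effect and 2.5 mM tranylcypromine positive control for full effect; values of inactives mirror those of a sister screen read the other way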
HUVEC inhibit – inhibitors of HUVEC proliferation, primary screen, cell-based, 384-well. hit rate 1.1% among 86,000. AID 648, 2007. viability, % at 10 µM (by protocol). CellTiter-Glo luminescence, 72 h; active compounds read low;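 active means viability at or below 30%; inactive means viability above 30%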;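 further: 100% = median luminescence of DMSO-only cell control wells on each plate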
ERa coact inh – ERα–SRC-1 coactivator interaction inhibitors, primary screen, biochemical, TR-FRET, ERα LBD, estradiol-bound. AID 629, 2007. inhibition, % at 25.6 µM. hit rate 1.7% among 86,000. TR-FRET ER-alpha LBD / SRC-1 peptide; in the data active means inhibition above about 50%;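 further: 0% = receptor plus peptide control and 100% = peptide only without receptor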
H69AR inhibit – proliferation blockers of H69AR lung cancer cells, primary screen, cell-based, human, 86K library; H69AR lung tumor viability, ATP luminescence, 72 h; active compounds read low; viability, % at 10 µM; hit rate 6% among 85,000; AID 598, 2007;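 active means viability at or below 40%; inactive means viability above 40%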;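 further: multidrug resistant small cell line overexpressing MRP-1 efflux transporter; 100% = mean luminescence of untreated control wells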
ERa coact pot – enhancers of ERα–SRC-1 coactivator binding, primary screen, biochemical, TR-FRET, ERα LBD, low estradiol. Estrogen receptor (Homo sapiens), P03372. TR-FRET ERalpha-LBD/SRC-Cy5 coactivator binding, 2 h; 100 = basal binding, no effect. coactivator binding (% of control), % at 25.6 µM. hit rate 1.3% among 86,000. AID 639, 2007; in the data active means activity above about 200%;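 further: binding measured in presence of low estradiol as agonist stimulus; 0% = peptide alone without receptor and 100% = receptor with peptide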
Mac1 fbg enh – enhancers of CD11b/CD18 adhesion to fibrinogen, primary screen, K562 cells, luminescence; Integrin beta-2 (Homo sapiens) + Integrin alpha-M (Homo sapiens), P05107+P11215; ATPlite luminescence; activation, % at 10 µM; hit rate 0.07% among 93,000;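 active means 10 µM primary screen giving 50% or more activity, confirmed by 40% or more on retest at that dose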; further: strong numbers were not always called active
Target sequence (P05107 whole entry, looked up, other chains not shown): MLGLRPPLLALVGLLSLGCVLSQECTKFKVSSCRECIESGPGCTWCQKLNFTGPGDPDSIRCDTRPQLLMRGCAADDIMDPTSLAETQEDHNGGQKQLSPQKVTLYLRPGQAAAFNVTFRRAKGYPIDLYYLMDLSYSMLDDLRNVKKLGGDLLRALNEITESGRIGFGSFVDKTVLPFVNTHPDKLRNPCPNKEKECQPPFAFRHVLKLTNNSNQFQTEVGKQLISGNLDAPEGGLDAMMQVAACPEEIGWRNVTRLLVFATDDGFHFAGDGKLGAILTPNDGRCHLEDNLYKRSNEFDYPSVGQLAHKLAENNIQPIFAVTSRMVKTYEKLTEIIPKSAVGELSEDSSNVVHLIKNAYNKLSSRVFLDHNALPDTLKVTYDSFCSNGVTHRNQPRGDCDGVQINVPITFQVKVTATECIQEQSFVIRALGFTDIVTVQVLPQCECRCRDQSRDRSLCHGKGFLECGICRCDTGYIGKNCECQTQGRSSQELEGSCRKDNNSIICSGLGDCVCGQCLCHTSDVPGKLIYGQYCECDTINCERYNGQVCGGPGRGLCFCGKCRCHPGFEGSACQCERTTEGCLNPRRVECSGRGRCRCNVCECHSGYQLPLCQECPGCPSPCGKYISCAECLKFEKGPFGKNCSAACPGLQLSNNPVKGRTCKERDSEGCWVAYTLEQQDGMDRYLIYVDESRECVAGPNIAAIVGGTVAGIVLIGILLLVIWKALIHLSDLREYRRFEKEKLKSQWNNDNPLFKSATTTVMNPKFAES
CYP2C19 act – human CYP2C19 activators, primary screen, biochemical, luminescence; Cytochrome P450 2C19 (Homo sapiens), P33261; 96,000 tested, under 10 active; activation factor at 5 µM; recombinant CYP2C19, luciferin-H EGE luminescence; active compounds read high; 0 = fully inhibited enzyme, 1 = untreated enzyme;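 active means activation factor of at least 2 at 5 µM in the primary screen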;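 further: 0 = wells with 2.5 mM tranylcypromine and 1 = vehicle-only wells; values of inactives mirror those of a sister screen read the other way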
CD11b adhes inh – inhibitors of CD11b/CD18 adhesion to fibrinogen, primary screen, K562 cells, luminescence. hit rate 0.54% among 93,000. ATPlite luminescence; Mn2+ added to activate the integrin. AID 1497, 2009. inhibition, % at 10 µM;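 active means primary inhibition of 50% or more at 10 µM, then 40% or more on retest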; further: some results filed as inactive read as strong as hits
An asterisk follows results filed as active; . = no result given; [ ] = dose if it differs, or a comment. This is a random part of the collection, and some 26% of all compounds hit somewhere here.

SMILES	Fibroblast inh	CYP2C19 inhib	HUVEC inhibit	ERa coact inh	H69AR inhibit	ERa coact pot	Mac1 fbg enh	CYP2C19 act	CD11b adhes inh
Cn1c(C(=O)N2CCN(Cc3ccc4c(c3)OCO4)CC2)cc2sccc21	107.8	70.0*	96.8	-6.1	80.3	93.0[fluorescence artefact?]	0.6	0.3	-7.1
Cc1ccc(CNC(=O)C2CCC(=O)N2C2CCCCC2)cc1 (stereo not drawn)	100.4	32.4	95.6	1.4[fluorescence artefact?]	101.1	113.0[fluorescence artefact?]	.	0.7	.
COc1ccc(-c2nnc(SCC(=O)Nc3ccccc3)n2C)cc1	96.2	11.0	96.0	-4.3	101.5	116.6	0.5	0.9	45.4
COc1ccc(S(=O)(=O)NCCC(=O)NC(C)c2ccccc2)cc1 (stereo not drawn)	96.5	1.5	99.5	-5.3	90.2	111.6	0.4	1	-4.0
CC(=O)Oc1cc2c(C(=O)NCc3ccncc3)c(C)oc2c2ccccc12	97.7	.	80.6	-2.5	64.5	113.8	.	.	.
O=c1c2cnn(-c3ccc(F)cc3)c2ncn1Cc1cccnc1	102.4	50.0*	98.1	-2.8[fluorescence artefact?]	76.1	117.8	-2.7	0.5	-4.9
CCCC(=O)Nc1ccc(OCC(=O)OC)cc1	92.1	-2.9	93.7	-26.1	84.7	101.6[fluorescence artefact?]	4.5	1	-34.2
O=C(Cc1ccccc1)NC(NCCCN1CCOCC1)(C(F)(F)F)C(F)(F)F	97.6	15.2	96.4	3.8	100.4	140.5	-4.2	0.8	6.0
O=C(NC1CCc2ccccc21)C1CCN(S(=O)(=O)c2ccc(-n3cnnn3)cc2)CC1 (stereo not drawn)	88.2	-17.7	94.7	5.3	77.0	115.4	0.9	1.2	-14.0
O=C(Cn1cc2c(n1)CCCC2)NCc1cccs1	94.6	22.3	96.8	-0.8[fluorescence artefact?]	88.1	141.5	-1.1	0.8	-5.7
CC(C)c1ccc(NC(=O)C2CC(=O)N(C(C)C)C2)cc1 (stereo not drawn)	99.8	-3.2	99.9	2.5	85.4	108.6	4.3	1	-13.9
COc1cc(N=c2ssnc2Cl)cc(OC)c1	70.2	47.9	89.6	0.6[fluorescence artefact?]	0.0*	67.0[fluorescence artefact?]	-5.4	0.5	35.1
On1onc2c3cc(-c4ccccc4)nc3ccc21	22.6*	24.8	40.4	7.3[fluorescence artefact?]	6.0*	74.6[fluorescence artefact?]	-4.0	0.8	-9.8
COc1ccccc1CNC(=O)c1nnc(Cc2ccc(Cl)cc2)o1	106.8	.	93.1	-6.8	100.7	126.1[fluorescence artefact?]	.	.	.
CCOC(=O)C1CCN(C(=O)CSc2n[nH]c(=O)[nH]c2=O)CC1	96.7	-15.8	89.5	-0.8	91.5	97.1	2.1	1.2	-6.9
COc1cc(CNc2ccc(N3CCOCC3)c(C(=O)O)c2)ccc1OCC(N)=O	.	-13.1	.	.	.	.	7.7	1.1	-24.3
CCCOc1ccc(C(=O)N/N=C/c2ccc(-c3ccc(S(=O)(=O)Nc4ncccn4)cc3)o2)cc1	108.5	-6.6	89.6	10.3	93.5	73.6	8.8	1.1	-7.6
NC(=O)c1ccsc1NC(=O)CSc1nnc(C2CC2)n1Cc1ccccc1	97.5	26.9	100.9	25.4	100.7	67.5	-4.2	0.7	-8.1
CCOc1ccc(NC(=O)CCN2CCN(c3ccccc3F)CC2)cc1	92.7	50.6*	70.8	1.0[fluorescence artefact?]	24.5*	110.0[fluorescence artefact?]	-2.8	0.5	-7.1
Nc1c(C(=O)C2CC2)sc2nc(-c3ccccc3)cc(C(F)(F)F)c12	105.4	.	70.7	-4.9	66.3	111.4	.	.	.
CCOC(=O)c1ccc(NCc2ccncc2)cc1	95.5	.	99.9	-2.0	71.4	99.7	.	.	.
COc1ccc(C(C)n2c(C)c3c(C)nnc(C)c3c2C)cc1 (stereo not drawn)	96.6	9.0	92.6	-10.2	69.9	106.7	.	0.9	.
CCCCn1nnnc1SCC(=O)N(CC)CC	108.8	31.3	103.0	3.1	101.7	98.6	-4.5	0.7	-7.5
CCN(CC)c1ccc(C2C(C(=O)OCCOC)=C(C)NC3=C2C(=O)CC(C)(C)C3)cc1 (stereo not drawn)	93.9	30.3	105.8	-2.9	95.6	112.6	2.0	0.7	-4.0
Cc1ccc(CC23CN4CCN(CC(C4)C2O)C3)c(C)c1 (stereo not drawn)	102.4	7.6	102.2	-5.8	93.8	114.6	9.9	0.9	-13.9
CCNC(=O)c1cc2c(=O)n3cccc(C)c3nc2n1C	106.8	.	99.8	12.3	86.9	86.7	.	.	.
CCCn1c(NC(=O)c2ccc(C)cc2)nc2ccccc21	66.5	32.5	87.1	-3.8	52.4	141.8	0.5	0.7	-24.3
N=c1oc2ccc3ccccc3c2cc1-c1nnc2n1CCCCC2	105.6	23.7	102.5	0.2	86.5	105.7	-0.9	0.8	21.2
COc1ccc(N2C3=C(CC4=C2CC(C)(C)CC4=O)C(=O)CC(C)(C)C3)cc1	6.0*	2.1	10.4*	9.3	88.9	59.5[fluorescence artefact?]	.	1	.
O=C(OCc1ccccc1)C1=[N+]([O-])OC(C(=O)OCc2ccccc2)C1c1c[nH]c2ccccc12 (stereo not drawn)	88.4	83.7*	81.3	-8.4	5.6*	101.4	-1.4	0.2	22.6
O=C(C(c1ccccc1)c1ccccc1)N(Cc1ccco1)C1CCS(=O)(=O)C1 (stereo not drawn)	97.7	40.5	97.1	-9.1	88.7	103.0	1.7	0.6	-13.4
Cc1noc(C)c1S(=O)(=O)N(CC(=O)NCc1ccc(Cl)cc1)c1ccc2c(c1)OCO2	86.7	72.8*	98.4	-5.3	95.5	100.3	-3.0	0.3	-11.7
N#Cc1c(-c2ccccc2)nc(-c2ccccc2)nc1N1CCOCC1	95.1	-11.3	77.8	11.7	54.2	91.8	-1.7	1.1	14.0
Cc1nc(NC(=O)c2ccc(F)cc2)nc2cc3c(cc12)OCO3	.	-8.9	.	.	.	.	6.7	1.1	-8.9
CCCCn1nc2cc(C(=O)NCCc3cccs3)ccc2c1OCC	.	61.4*	.	.	.	.	-3.3	0.4	-4.0
O=C(Nc1ccc(N2CCN(c3ccc(O)cc3)CC2)cc1)Oc1ccccc1	100.8	-1.4	59.5	94.6*[fluorescence artefact?]	45.9	30.2[fluorescence artefact?]	95.5	1	-8.9
Cc1cc(C)n(-c2ncnc3sc4c(c23)CCCC4)n1	93.5	56.8*	95.5	-2.7	93.5	102.9	1.6	0.4	-6.5
CCC(C)(C)n1nnnc1C(c1ccc2ncccc2c1)N1CCN(c2nc3ccccc3s2)CC1 (stereo not drawn)	85.2	7.1	85.1	11.4	.	143.6[fluorescence artefact?]	17.0	0.9	12.4
COc1ccc(S(=O)(=O)N(CC(=O)N2CCOCC2)Cc2ccccc2)cc1	101.5	.	97.0	13.5	82.2	95.7	.	.	.
CCc1nnc(NC(=O)c2cccc(C(=O)Nc3nnc(CC)s3)n2)s1	4.8*	.	3.7*	6.6[fluorescence artefact?]	3.7*	100.8	5.2	.	21.4
Cc1cc2ccccn2c1C(=O)c1ccc(Cl)cc1	94.3	16.2	108.6	-6.5	84.2	86.8	.	0.8	.
Cc1ccc(C(=O)Nc2ccccc2-c2ccccc2)o1	102.5	22.0	104.4	5.0[fluorescence artefact?]	97.5	106.3	-4.1	0.8	11.9
O=C(Nc1ccc(Cl)c(C(F)(F)F)c1)C1CCCN(S(=O)(=O)c2cnc[nH]2)C1 (stereo not drawn)	88.6	93.3*	95.0	-32.5	77.1	87.7	-3.4	0.1	-20.9
O=P(O)(CCc1ccncc1)CN1CCCCC1	97.9	-14.1	94.5	12.1	101.4	107.0	-0.1	1.1	-1.1
O=c1c2ccccc2nc(-c2ccco2)n1/N=C/c1ccco1	99.3	8.7	99.1	-3.2	87.9	101.9	-2.1	0.9	-11.7
COc1ccc2oc(-c3ccccc3)c(C(=O)N3CCOCC3)c2c1	91.4	15.4	89.0	-3.2	60.7	101.4	-4.7	0.8	4.9
O=C(NCCO)C1(c2ccc(Cl)cc2)CCCC1	.	47.4	.	.	.	.	-2.0	0.5	5.0
CCOC(=O)c1cc(NC(=O)c2ccc(Cl)cc2)c(=O)n2c1oc1ccc(Cl)cc12	.	0.0	.	.	.	.	0.4	1	-34.3
Cc1cc(Nc2ccc(Br)cc2F)n2ncnc2n1	89.9	.	106.1	-8.7	53.8	94.1	.	.	.
COc1cc(C)nc(N2CCCC(C(=O)Nc3cccc(Cl)c3C)C2)n1 (stereo not drawn)	65.4	29.5	84.6	-17.1[fluorescence artefact?]	64.8	122.1[fluorescence artefact?]	-1.3	0.7	-0.8
COc1cccc(N(CC(=O)Nc2cccc(F)c2)S(C)(=O)=O)c1	85.8	48.9	89.7	-1.8	90.5	109.8[fluorescence artefact?]	-2.0	0.5	-8.4
O=C(Nc1ccncc1)C1(c2ccccc2)CCCC1	97.3	100.0*	92.4	-0.6[fluorescence artefact?]	105.7	110.8	-6.2	0	-18.4
CCOC(=O)N1CCN(C(=O)C2CC(=O)N(c3ccc(OC)cc3)C2c2ccc(OC)cc2)CC1 (stereo not drawn)	106.2	.	106.7	3.3	76.1	107.1[fluorescence artefact?]	.	.	.
CCn1c(CNC(=O)c2cccs2)nnc1SCC(=O)Nc1ccc(Cl)cc1	91.5	.	72.7	-15.2	93.6	101.3	.	.	.
Cc1cccc(NC(=O)CSc2nnc(Cn3cnc4ccccc43)o2)c1	101.3	.	92.8	-4.6	86.5	93.8	.	.	.
COCCn1cc(C(=O)NCc2cccs2)c2c3ccccc3n(C)c2c1=O	100.9	3.4	79.6	24.2[fluorescence artefact?]	73.5	50.5[fluorescence artefact?]	8.8	1	0.5
CCOC(=O)C1CCCN(C(=O)CN2CCN(Cc3ccc(Cl)cc3)C2=O)C1 (stereo not drawn)	96.9	3.0	111.0	-1.9	102.7	85.1[fluorescence artefact?]	-4.0	1	-8.9
Cc1cccc(-c2nc(NCCCN3CCOCC3)c3ccccc3n2)c1	.	60.0*	.	.	.	.	0.0	0.4	9.2

4 consecutive entries from above, for reference:
SMILES	Fibroblast inh	CYP2C19 inhib	HUVEC inhibit	ERa coact inh	H69AR inhibit	ERa coact pot	Mac1 fbg enh	CYP2C19 act	CD11b adhes inh
Cc1cc2ccccn2c1C(=O)c1ccc(Cl)cc1	94.3	16.2	108.6	-6.5	84.2	86.8	.	0.8	.
Cc1ccc(C(=O)Nc2ccccc2-c2ccccc2)o1	102.5	22.0	104.4	5.0[fluorescence artefact?]	97.5	106.3	-4.1	0.8	11.9
O=C(Nc1ccc(Cl)c(C(F)(F)F)c1)C1CCCN(S(=O)(=O)c2cnc[nH]2)C1 (stereo not drawn)	88.6	93.3*	95.0	-32.5	77.1	87.7	-3.4	0.1	-20.9
O=P(O)(CCc1ccncc1)CN1CCCCC1	97.9	-14.1	94.5	12.1	101.4	107.0	-0.1	1.1	-1.1

Compound activity deposited in PubChem by several laboratories.
